Screening data deposited in PubChem BioAssay by National Center for Advancing Translational Sciences (NCATS).
TrxR1 substrate = is turned over as a substrate by rat TrxR1 | purified TrxR1 substrate turnover, NADPH consumption readout | O89049 | hit rate 0.01% among 390,000 | Potency, µM (series often up to 114 µM), for the others: top-dose activity change, negative = substrate turnover; note: potency is the fitted concentration of half-maximal effect; % is set by controls: 0 for no effect and ±100 for the full control effect; nearly all actives have a fitted effect of over 50% in size
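Rat TrxR1, dispensed at 90 nM, was prereduced with 400 uM NADPH (final) for 5 min at ~22 deg C, then incubated with compound 15 min before 400 uM selenite. A first-read NADPH fluorescence drop versus no-compound background flagged substrates.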
D2 antagonist = antagonizes the human D2 dopamine receptor; P14416; HEK293 TREx D2 cells, calcium flux, dopamine EC80; inhibition, % at 10 µM; hit rate 2% among 340,000; AID 485344; in the data active = inhibition above about 30%; note: 0% is about no effect
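Dopamine at EC80 is the agonist stimulus; test compounds precede it by 180 s. Calcium flux read kinetically in a force-coupled, inducible HEK293 T-REx D2 cell line.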
D2 ag = D2 dopamine receptor (human) agonism | hit rate 0.53% among 340,000 | AID 485358 | HEK293 T-REx D2 cells, calcium flux agonist mode | activation, % at 2 µM | P14416;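 active = activation over 3 SD above normal in the single-dose calcium agonist read, cut at about 30% in these data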; note: 0% is about no effect
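Calcium-flux readout, 1 cycle/sec over 180 s following compound pin transfer, in inducible HEK293 Trex D2 cells (force-coupled); dopamine controls included. Positive calcium responses during this window marked compounds as potential agonists.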
mIDH1 inhibitor = inhibitors of human mutant IDH1 R132H. hit rate 0.093% among 390,000. O75874. IDH1-R132H enzyme, NADPH consumption, diaphorase/resazurin fluorescence. AID 602179. Potency, µM (series often up to 76.6 µM), for inactives: at the highest dose activity change, negative = inhibition, most hits filed as inhibitors; note: potency is the fitted concentration of half-maximal effect; % is set by controls: 0 for no effect and ±100 for the full control effect; nearly all actives have a fitted effect of over 65% in size
Target sequence (O75874 whole entry R132H, stated change not applied): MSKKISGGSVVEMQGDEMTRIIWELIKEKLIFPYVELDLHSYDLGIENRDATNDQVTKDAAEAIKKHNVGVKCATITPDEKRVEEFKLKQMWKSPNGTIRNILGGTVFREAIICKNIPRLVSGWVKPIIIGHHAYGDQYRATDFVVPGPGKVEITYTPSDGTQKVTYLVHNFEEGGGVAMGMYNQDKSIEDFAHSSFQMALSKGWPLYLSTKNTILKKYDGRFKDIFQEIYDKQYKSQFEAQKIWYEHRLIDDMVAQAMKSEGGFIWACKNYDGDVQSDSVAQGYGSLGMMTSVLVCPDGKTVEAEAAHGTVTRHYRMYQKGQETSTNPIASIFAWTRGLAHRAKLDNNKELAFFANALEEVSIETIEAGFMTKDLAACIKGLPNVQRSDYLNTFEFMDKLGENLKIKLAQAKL
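IDH1-R132H (0.5 ug/mL dispensed) in pH 7.5 Tris buffer was preincubated 30 min with compound, then given a substrate mix of 0.016 mM NADPH and 2 mM alpha-KG for 80 min at room temperature; remaining NADPH was read by diaphorase/resazurin fluorescence.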
TRHR PAM = allosteric enhancers of human TRH receptor | P34981 | TRHR cells, fluo-8 calcium fluorescence, EC20 TRH enhancement | enhancement, % at 2 µM | hit rate 0.66% among 360,000; in the data active = enhancement above about 30%; note: 0% is about no effect
Target sequence (P34981 whole entry, looked up): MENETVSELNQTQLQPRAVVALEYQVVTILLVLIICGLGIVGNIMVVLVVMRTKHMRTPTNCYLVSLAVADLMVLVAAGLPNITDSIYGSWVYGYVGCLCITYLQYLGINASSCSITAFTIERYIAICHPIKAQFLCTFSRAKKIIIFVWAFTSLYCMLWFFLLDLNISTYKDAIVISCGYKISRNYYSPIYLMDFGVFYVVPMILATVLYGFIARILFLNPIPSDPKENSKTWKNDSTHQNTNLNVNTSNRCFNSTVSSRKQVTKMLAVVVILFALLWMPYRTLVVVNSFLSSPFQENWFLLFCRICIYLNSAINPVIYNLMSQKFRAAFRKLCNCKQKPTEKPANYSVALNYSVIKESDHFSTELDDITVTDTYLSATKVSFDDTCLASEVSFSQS
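TRHR-expressing cells loaded with fluo-8 calcium dye were read kinetically (ex 480/em 530) during compound addition, then stimulated with an EC20 of TRH (10 nM final). Enhancement of the Gq-mediated intracellular calcium response was scored.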
TRHR ag = TRH receptor (human) agonism | TRHR cells, calcium flux fluo-8, FDSS agonist mode | hit rate 0.18% among 360,000 | P34981 | activation, % at 2 µM; in the data active = activation above about 30%; note: 0% is about no effect
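Read-out: compound-evoked intracellular calcium rise in TRHR cells, fluo-8 dye, kinetic FDSS fluorescence at 1 s/cycle following a 10-cycle baseline. Cells cultured overnight before dye loading (30 min–1.5 h, RT).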
Pin1 inh = blocks the human prolyl isomerase Pin1; Pin1 FP peptide displacement, HiFluor488, 10 min; Potency, µM (series often up to 115 µM), for inactives: at the highest dose activity, negative = inhibition, hits mostly inhibitors; hit rate 0.009% among 390,000; active = well fitted inhibition curve with a large enough effect in the polarisation, with a control signal flat, not every such curve was filed as active; inconclusive = small, poorly fitted or top-dose-only effect, or effect the other way, or a change in a side signal; inactive = no such curve, though single readings can be large or run the other way; the % refers to the polarisation; note: potency is the fitted concentration of half-maximal effect; % is set by controls: 0 for no effect and ±100 for the full control effect
Target sequence (Q13526 whole entry, looked up): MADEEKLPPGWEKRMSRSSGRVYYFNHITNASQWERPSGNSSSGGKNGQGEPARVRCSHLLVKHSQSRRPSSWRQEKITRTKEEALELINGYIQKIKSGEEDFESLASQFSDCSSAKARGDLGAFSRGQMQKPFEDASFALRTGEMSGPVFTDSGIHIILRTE
USP1-UAF1 inh = USP1/UAF1 (human) deubiquitinase inhibition. hit rate 0.23% among 390,000. recombinant USP1/UAF1, Ub-Rhodamine cleavage fluorescence. O94782. Potency, µM (titrated, usually from 57.1 µM), for inactives: top-dose activity change, negative = inhibition, hits mostly inhibitors; note: potency is the fitted concentration of half-maximal effect; % is set by controls: 0 for no effect and ±100 for the full control effect; nearly all actives have a fitted effect of over 60% in size; inactives centre near -12
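High-throughput fluorogenic screen: 1nM USP1/UAF1 complex, Ub-Rho substrate 150nM final, 50mM HEPES pH 7.8 with 0.5mM EDTA, 0.1 mg/ml BSA, 1mM TCEP and 0.01% Tween-20.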
TrxR1 inh = blocks rat thioredoxin reductase 1. O89049. recombinant rTrxR1, NADPH fluorescence consumption, selenite substrate. Potency, µM (top dose mostly 114 µM), for inactives: at the highest dose activity change, negative = inhibition, hits mostly inhibitors. hit rate 1% among 390,000. AID 588453; note: potency is the fitted concentration of half-maximal effect; % is set by controls: 0 for no effect and ±100 for the full control effect; nearly all actives have a fitted effect of over 65% in size
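Rat TrxR1 (90 nM in the dispensed reagent) was pre-reduced with 400 uM NADPH for 5 min at room temperature, then incubated with compound for 15 min. After 400 uM selenite was added, NADPH fluorescence (Ex 340/Em 450 nm) was followed for 8 min.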
* hit, by the source's call; ? = inconclusive; / = not tested or not shown; & = joins results of further samples; [ ] = remark or other dose. Unless noted, calls come from the whole dose curve; as a rule, active = well fitted inhibition curve with a large enough effect; inconclusive = small, poorly fitted or top-dose-only effect; inactive = no such curve, though single readings can be large or run the other way.

Compound	TrxR1 substrate	D2 antagonist	D2 ag	mIDH1 inhibitor	TRHR PAM	TRHR ag	Pin1 inh	USP1-UAF1 inh	TrxR1 inh
Cc1cc(C(=O)N2CCN(c3ncccn3)CC2)nn1C	7%	0	0.1	0%	4	0.3	-5%	-20%	22%
COc1cccc(NC(=O)CN(C)C(=O)c2cc(S(=O)(=O)N3CCCCC3)ccc2Cl)c1	-2%	/	/	-1%	-4	0.0	-4%	-19%	13%[57.1 µM]
CCn1cc(C(=O)N2CCN(c3ccc(OC)cc3)CC2)c(=O)c2cc(S(=O)(=O)N3CCOCC3)ccc21	0%&1%	-3	-0.1&0.9	0%&-13%	-7&23	0.1&-1.0	?	-14%&-19%	-5%&-12%
O=C(/C=C/c1ccc(Cl)cc1)OCC(=O)c1ccc[nH]1	2%	-16	-0.1	0%	-1	0.1	28%	-22%	11%
CC1Cc2ccccc2N1Cc1cc(=O)n2ccsc2n1 (stereo unspecified)	0%	-17	-1.6	1%	-5	-0.1	?	-18%	?
Cc1ccc2c(c1)sc(-c1ccc(N(C)C)cc1)[n+]2C	-15%	2	0.6	10%	-2	3.1	6%	-2%	0%[57.1 µM]
O=C(/C=C/c1ccccc1)Nc1cccc(C(=O)NCCc2ccccc2)c1	-2%	/	/	6%[38.3 µM]	/	/	3%	-6%	18%
CSc1ccccc1NC(=O)CN(C)C(=O)CCc1c[nH]c2ccccc12	1%	-6	0.0	2%	3	0.1	2%	-20%	9%
COc1ccc(CNC(=O)CN2CCN(S(=O)(=O)c3ccccc3)CC2)cc1	2%	-4	-0.7	1%	-9	0.5	-1%	-21%	26%
Cc1ccc2[nH]c3c(c2c1)CCCC3NCCO (stereo unspecified)	-4%[57.1 µM]	9	1.2	5%	3	2.1	0%	-17%	13%[57.1 µM]
C#CCOC(=O)Nc1ccc(=O)n(Cc2c(Cl)cccc2Cl)c1	2%	/	/	6%	/	/	3%	-23%	?
O=C(CCNC(=O)C1CCN(S(=O)(=O)c2ccccc2)CC1)NCc1ccncc1	3%	4	0.4	-2%	7	0.9	3%	-21%	28%
CC(C)(C)Nc1nc(Cl)nc(NCc2ccccc2)n1	-9%	3	0.2	-2%	6	0.1	10%	-10%	10%
CN(c1ccccc1C(=O)Nc1cccc(C(F)(F)F)c1)S(C)(=O)=O	6%[57.1 µM]	-2	0.2	6%	0	-0.7	2%	-8%	15%[57.1 µM]
CCNC(=O)Nc1ccc(S(=O)(=O)Nc2cnc(C)nc2C)cc1	3%	4	0.8	-4%	-4	0.8	-3%	-7%	28%
Cc1ccc(NC(=O)CSc2nnc(NC(=O)c3ccc(S(=O)(=O)N4CCOCC4)cc3)s2)cc1	33%[activator]	-16	-1.0	2%	0	-1.0	25%	-8%	21%
COc1cccc(-c2noc(CCCC(=O)N3CCOCC3)n2)c1	10%	5	1.0	4%	-5	0.1	?	-18%	13%
CC(=O)N1CCN(C(=O)CNC(=O)c2ccc(Br)o2)CC1	7%	5	-0.5	-2%	21	0.3	-11%	-24%	21%
Cc1nc(-c2nc(-c3c(C(=O)NNC(=O)Nc4cccc(Cl)c4)noc3C)cs2)cs1	3%[57.1 µM]	49*	40*	-5%	3	0.1	37%[activator]	-24%	8%[57.1 µM]
COc1ccc(NC(=O)CSCC(=O)N(C)CC(=O)Nc2cccc3ccccc23)cc1	1%[57.1 µM]	-20	0.9	-5%	0	0.2	-3%	-22%	5%[57.1 µM]
CCOc1c(Br)cc(CNc2ccc(N3CCN(C(C)=O)CC3)cc2)cc1OC	-5%	6	1.5	19%	4	0.1	-5%	-19%	3%
COc1ccc(CCNC(=O)c2ccc(OCC(=O)N3CCOCC3)c(OC)c2)cc1	-9%	-9	0.4	-2%	-3	0.2	-2%	-6%	0%
O=C(N/N=C/c1cccnc1)c1cccc(S(=O)(=O)Nc2cccc(Cl)c2)c1	3%[57.1 µM]	3	0.3	-1%	-2	-0.7	12%	-25%	23%[57.1 µM]
CCC(COC)NC(=O)CCc1nnc(Cc2cccc(C(F)(F)F)c2)o1 (stereo unspecified)	5%	-3	0.5	-9%	-8	-0.7	-2%	-22%	5%
O=C1C2=C(SCCS2)C(=O)N1CCCO	-5%	1	0.7	3%	3	0.1	?	-21%	-5%
COc1ccccc1NC(=O)CCn1c(=O)c2cccn2c2ccccc21	0%	-4	-0.6	5%	-6	-0.9	1%	-18%	14%
NS(=O)(=O)c1ccc(NC(=O)COC(=O)c2ccc(Cl)cc2[N+](=O)[O-])cc1	0%	15	0.6	-6%	-3	0.3	-10%	-4%	24%
COc1ccc(N=C2S/C(=C\c3cc(C)n(C)c3C)C(=O)N2CC(C)C)cc1	-10%	13	0.4	-1%	2	0.8	21%	-13%	?
CC1(C)N=C(N)N=C(N)N1CCCCc1ccccc1	-4%	/	/	3%	/	/	-1%	-20%	-2%
Cc1ccc(S(=O)(=O)Nc2ccc3nc(C)oc3c2)cc1	14%[57.1 µM]	/	/	1%	/	/	1%	-1%	9%[11.4 µM]
Cc1ccc(CCNC(=O)Cn2ncc3c([nH]c4ccccc43)c2=O)cc1	3%&5%	5	0.3&0.2	-2%&18%	0&3	0.4&-0.1	4%&-1%	-19%&-19%	19%&26%
COc1cccc(CNC(=O)COC(=O)/C=C/c2ccc(SC)cc2)c1	32%	/	/	8%	/	/	4%	-20%	33%
NCCc1c(C(=O)O)[nH]c2ccc([N+](=O)[O-])cc12	-5%	8	-0.4	-7%	4	0.2	-8%	-28%	-20%
COc1ccc(C(=S)N2CCN(S(=O)(=O)c3ccccc3)CC2)cc1	4%	15	-0.5	-1%	-1	-0.3	5%	-18%	19%
NC(=O)C1CCN(C(=O)CN2CCc3ccccc32)CC1	9%[57.1 µM]	45*	-0.7	1%	-17	0.3	9%	-5%	?
CC(C)Sc1nnc(SCC(=O)N(C)C2CCS(=O)(=O)C2)s1 (stereo unspecified)	8%	/	/	11%	9	0.0	-2%	-11%	12%
CSc1ccc(/C=N/NC(=O)c2ccc(C)c(C)c2)cc1	21%	12	-0.7	2%	-4	-0.2	?	-8%	18%
CC(C)(C)C(=O)Cn1c(=O)n(-c2ccc(Cl)cc2)c(=O)c2c3c(sc21)CCCC3	3%	/	0.4	-4%	-3	0.6	23%	-26%	27%
O=C(O)c1ccc(Cn2cc(Cl)cn2)cc1	2%	-11	0.2	1%	1	2.0	-1%	-16%	13%
CC(OC(=O)C1=COCCO1)C(=O)Nc1ncc(Cl)cc1Cl (stereo unspecified)	0%[57.1 µM]	/	/	-2%	1	-0.5	-5%	-9%	-11%[57.1 µM]
CC1CCC2(CC1)NC(=O)N(CC(=O)Nc1ccc(C(N)=O)cc1)C2=O (stereo unspecified)	2%	/	/	-28%	/	/	2%	-2%	7%
CC(SCc1ccccc1)C(=O)N/N=C/c1cccs1 (stereo unspecified)	-8%	-8	-0.5	5%	-3	-0.5	-1%	-3%	-3%
Cc1cc(Cl)ccc1NC(=S)N1CCN(Cc2ccccc2)CC1	-6%	-12	0.6	-6%	18	-0.6	1%	-17%	-17%
COCCn1c(SCC(=O)Nc2nc3ccccc3s2)nnc1-c1ccoc1C	7%[57.1 µM]	/	/	2%	/	/	1%	-12%	23%[57.1 µM]
COc1ccc(CC(=O)NCc2cccs2)cc1OC	-2%	-1	1.3	5%	0	0.9	1%	-12%	12%
CC(C)CN(C(=O)COC(=O)c1cccnc1Cl)c1c(N)n(Cc2ccccc2)c(=O)[nH]c1=O	-2%	-14	1.0	0%	-2	1.0	6%	-2%	3%
CC(C)NC(=O)c1cc2ccccc2o1	-10%	5	0.4	-2%	6	0.3	0%	-2%	15%[57.1 µM]
O=C(OCCCc1ccncc1)c1ccc(S(=O)(=O)N2CCOCC2)cc1	8%	4	0.1	-1%	-8	-0.1	-6%	-7%	10%
Cc1nc2ccc(NS(=O)(=O)c3ccccc3Cl)cc2s1	1%	-6	0.2	10%	6	0.8	44%[activator]	-20%	18%
COc1cccc(CNC(=O)Cn2c(=O)nc(-c3ccccc3F)c3cc(Cl)ccc32)c1	3%[57.1 µM]	/	-0.6	-17%	-5	-1.0	-8%	-4%	8%[57.1 µM]
O=C(OCCN1CCCCC1)c1cccc(Cl)c1	5%[2.29 µM]	-22	0.3	0%	3	0.2	-9%	-4%	35%
O=C(Nc1ccc2c(c1)OCO2)c1c(F)cccc1F	-3%	21	0.3	1%	0	-0.2	1%	-2%	7%
Cc1ccccc1-c1ccc(C(=O)Nc2cccc(F)c2)o1	-9%	-7	-1.2	4%[38.3 µM]	1	-0.4	43%[activator]	-34%	?
O=C(Nc1ccc(-c2nc3cc(Cl)ccc3o2)cc1)C1CCCO1 (stereo unspecified)	22%[57.1 µM]	-10	1.1	-2%	0	0.7	10%	-8%	30%[57.1 µM]
O=C(CSCc1ccc(Cl)cc1)Nc1ccc(Br)cc1C(=O)O	-2%	/	/	12%	-3	0.4	-1%	-18%	-4%
Cc1ccc(S(C)(=O)=O)cc1C(=O)Nc1ccc(S(=O)(=O)Nc2nccs2)cc1	-6%	-21	-0.5	-2%	1	0.3	-4%	-7%	9%
CCc1nc(SCC(=O)Nc2cccc(C(F)(F)F)c2)c2c(=O)n(C)c(=O)n(C)c2n1	6%[57.1 µM]	3	-0.6	4%	13	-0.5	-2%	-27%	15%[57.1 µM]
O=C(COc1ccccc1[N+](=O)[O-])N/N=C/C=C/c1ccco1	-1%[57.1 µM]	1	0.3	-1%	3	-0.2	0%	-16%	-65%

Only part of the results is shown (hit frequency here may not be typical).
